SSB-PriA inh – inhibitors of Klebsiella pneumoniae PriA binding to SSB C-terminal tail, primary screen, biochemical, AlphaScreen; PriA–SSB C-terminal tail interaction (Klebsiella pneumoniae); AlphaScreen SSBct-PriA binding, biotinylated peptide; inhibition, % at 33 µM; hit rate 0.6% among 430,000; in the data active = inhibition mostly above about 37%, no sharp cut-off; inactive = mostly below about 20%;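 note: plate controls were negative control peptide for no effect and reference peptide for full effect; strong numbers were not always called active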
SARS 3CLpro inh – SARS-CoV 3CLpro protease inhibitors, primary screen, biochemical, quenched FRET. Replicase polyprotein 1ab (Severe acute respiratory syndrome coronavirus), P0C6X7. AID 1706, 2009. inhibition, % at 6 µM. hit rate 0.14% among 290,000. recombinant SARS-CoV 3CLpro, quenched FRET peptide cleavage; in the data active = inhibition above about 12%
Vc quorum ag – inducers of Vibrio cholerae quorum light production without autoinducers, primary screen, BH1578 luxS cqsA deficient, single point | AID 588436, 2011 | hit rate 0.16% among 350,000 | V. cholerae BH1578 lux reporter, luminescence, 6 h | activation, % at 18.7 µM; in the data active = activation mostly above about 9.7%, no sharp cut-off; note: not every result past the cut was called active; inactives centre near 0; reference of the scale not given here
VHR inh abs – VHR1 phosphatase inhibitors, primary screen, biochemical, absorbance, uHTS; Dual specificity protein phosphatase 3 (Homo sapiens), P51452; recombinant VHR phosphatase, pNPP absorbance; inhibition, % at 13.3 µM; hit rate 0.52% among 290,000; AID 1654, 2009; in the data active = inhibition above about 50%; note: some compounds called inactive have numbers as strong as hits
Target sequence (P51452 whole entry, looked up): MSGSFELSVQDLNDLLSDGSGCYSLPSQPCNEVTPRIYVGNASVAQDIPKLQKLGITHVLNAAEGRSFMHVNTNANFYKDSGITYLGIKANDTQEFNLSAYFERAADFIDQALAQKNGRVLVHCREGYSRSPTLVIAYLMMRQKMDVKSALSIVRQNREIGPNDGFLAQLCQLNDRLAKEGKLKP
Mtb UGM inh – M. tuberculosis UGM enzyme inhibitors, primary screen, biochemical, fluorescence polarization, single point; UDP-galactopyranose mutase (Mycobacterium tuberculosis (strain ATCC 25618 / H37Rv)), …; purified UGM, fluorescence polarization probe displacement; inhibition, % at 10 µM; hit rate 0.06% among 320,000; AID 504406, 2011; in the data active = inhibition above about 10%, passing the limit was not always enough
Target sequence (P9WIQ1 whole entry, looked up): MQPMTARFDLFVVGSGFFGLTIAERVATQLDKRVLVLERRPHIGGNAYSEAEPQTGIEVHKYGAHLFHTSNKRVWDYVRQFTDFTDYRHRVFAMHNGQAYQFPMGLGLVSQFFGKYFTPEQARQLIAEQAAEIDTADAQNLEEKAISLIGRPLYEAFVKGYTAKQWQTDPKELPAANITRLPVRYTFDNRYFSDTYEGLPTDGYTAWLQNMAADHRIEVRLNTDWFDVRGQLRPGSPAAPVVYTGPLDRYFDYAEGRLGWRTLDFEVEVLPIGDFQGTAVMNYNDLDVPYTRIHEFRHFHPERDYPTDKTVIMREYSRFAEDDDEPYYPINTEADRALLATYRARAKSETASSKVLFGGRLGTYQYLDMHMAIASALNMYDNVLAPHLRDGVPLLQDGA
MazF activator – activators of E. coli MazEF toxin-antitoxin RNase, primary screen, biochemical, fluorescence, uHTS. hit rate 0.32% among 350,000. FAM/BHQ RNA-DNA oligo cleavage fluorescence, 5 h. AID 504720, 2011. activation, % at 20 µM. Endoribonuclease toxin MazF (Escherichia coli (strain K12)), P0AE70; in the data active = activation above about 50%
Target sequence (P0AE70 whole entry, looked up): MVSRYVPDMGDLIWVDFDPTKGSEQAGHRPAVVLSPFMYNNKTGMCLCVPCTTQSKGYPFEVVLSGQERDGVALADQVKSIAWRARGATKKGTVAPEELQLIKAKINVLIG
Mtb FBA inh – Mtb FBA enzyme inhibitors, primary screen, biochemical, fluorescence, strain H37Rv | purified M. tuberculosis FBA, fluorescence read-out | AID 588726, 2011 | inhibition, % at 1 µM | hit rate 2.3% among 360,000; in the data active = inhibition above about 27%;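 note: 0% = vehicle and 100% = reference inhibitor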
Target sequence (P9WQA3 whole entry, looked up): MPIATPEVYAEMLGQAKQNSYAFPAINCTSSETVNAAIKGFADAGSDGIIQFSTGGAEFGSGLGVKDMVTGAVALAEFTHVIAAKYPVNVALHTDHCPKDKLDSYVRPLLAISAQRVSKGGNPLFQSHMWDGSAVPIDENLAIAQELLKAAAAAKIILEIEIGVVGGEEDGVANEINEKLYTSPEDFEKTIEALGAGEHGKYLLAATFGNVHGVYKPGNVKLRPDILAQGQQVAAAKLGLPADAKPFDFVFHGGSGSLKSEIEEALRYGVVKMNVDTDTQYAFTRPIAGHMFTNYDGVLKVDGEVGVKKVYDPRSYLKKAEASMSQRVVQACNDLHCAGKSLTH
BioA inh – M. tuberculosis BioA enzyme inhibitors, primary screen, biochemical, plate reader, single point, HTS | 7,8-diaminopelargonic acid synthase BioA (Mycobacterium tuberculosis) | purified M. tuberculosis BioA enzyme | inhibition, % at 9.99 µM | hit rate 0.096% among 360,000; in the data active = inhibition above about 40%
Rv3671c inh – Rv3671c serine protease inhibitors, primary screen, biochemical, fluorescence polarization, M. tuberculosis H37Rv; AID 2606, 2010; hit rate 0.048% among 320,000; inhibition, % at 5.96 µM; P9WHR9; in the data active = inhibition above about 38%;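 note: extracellular domain of Rv3671c used as enzyme; 0% = enzyme with DMSO and 100% = no enzyme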
GDH-TPI counter – GDH-TPI coupling enzyme inhibitors, primary screen, artefact control for M. tuberculosis FBA inhibitor project, biochemical, absorbance, full deck | AID 588335, 2011 | hit rate 1.2% among 360,000 | inhibition, % at 4.8 µM | GDH-TPI coupled enzyme counterscreen, NADH absorbance; in the data active = inhibition above about 30%;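 note: 0% = DMSO wells and 100% = wells lacking the enzyme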
* marks the source's active call; other numbers are inactive results; i = inactive; / = no result given; & = joins results of further samples.

SMILES | SSB-PriA inh | SARS 3CLpro inh | Vc quorum ag | VHR inh abs | Mtb UGM inh | MazF activator | Mtb FBA inh | BioA inh | Rv3671c inh | GDH-TPI counter
O=C(c1ccco1)N1CCN(C(=O)c2ccc(CS(=O)c3cccc(Cl)c3)o2)CC1 (centres undefined) | 2 | -4 | i | -2 | 0.0 | 1 | -1 | 3.8 | -4 | 5
Cc1ccc(OCCCSc2n[nH]c(N)n2)cc1 | -6 | 0 | -0.2 | 26 | -3.1 | -38 | 0 | / | -1 | 1
CC1CC(=O)N(CC(=O)NC2CCCCC2)c2ccccc2S1 (centres undefined) | -12 | -4 | i | 14 | -3.0 | 5 | 0 | 0.3 | -7 | -14
N#CCCN(C(=O)COC(=O)CCN=C1NS(=O)(=O)c2ccccc21)c1ccc(F)cc1 | -14 | / | i | / | -0.8 | 3 | 0 | -1.1 | -2 | -5
CCCc1cc(NC(=O)COC(=O)c2ccc(O)cc2O)n(-c2ccccc2)n1 | 8 | / | -3.0 | / | -1.6 | 2 | 0 | 3.0 | -6 | 5
Cc1cc(C)nc(SCc2nnc(SCC(=O)Nc3cc(C(F)(F)F)ccc3Cl)o2)n1 | -9 | 4 | -1.4 | 37 | 3.0 | -2 | 3 | -1.6 | -6 | 5
Cc1cc(F)ccc1NS(=O)(=O)c1c(C)nc2scc(C)n2c1=O | -15 | 2 | -0.3 | 26 | 0.2 | 13 | 9 | -1.1 | 0 | 20
Cc1nnc(SCC(=O)N2CCN(S(=O)(=O)c3ccc(Cl)cc3)CC2)[nH]c1=O | -17 | 0 | -0.6 | 17 | -0.3 | -3 | -3 | -0.8 | 4 | -8
O=C(N/N=C/c1c[nH]c2ccc(Br)cc12)C1CC1 | / | 1 | -0.1 | 17 | -0.7 | 0 | 10 | / | -4 | 32*
CC1Cc2ccccc2N1C(=O)c1ccc2c(c1)nnn2C (centres undefined) | -5 | -1 | i | 14 | -3.1 | 8 | 4 | 27 | -1 | 5
O=[N+]([O-])c1ccc(N2CCSCC2)cc1O | 0 | 3 | i | 6 | -0.3 | 4 | -4 | -1.6 | 3 | 12
COc1ccc(Oc2cc(NC(=O)c3nn(C)cc3[N+](=O)[O-])cc([N+](=O)[O-])c2)cc1 | -9 | 0 | i | 6 | -0.3 | 7 | 4 | 0.7 | -21 | -1

Four compounds picked at random from the list so far:
SMILES | SSB-PriA inh | SARS 3CLpro inh | Vc quorum ag | VHR inh abs | Mtb UGM inh | MazF activator | Mtb FBA inh | BioA inh | Rv3671c inh | GDH-TPI counter
Cc1cc(F)ccc1NS(=O)(=O)c1c(C)nc2scc(C)n2c1=O | -15 | 2 | -0.3 | 26 | 0.2 | 13 | 9 | -1.1 | 0 | 20
CCCc1cc(NC(=O)COC(=O)c2ccc(O)cc2O)n(-c2ccccc2)n1 | 8 | / | -3.0 | / | -1.6 | 2 | 0 | 3.0 | -6 | 5
O=[N+]([O-])c1ccc(N2CCSCC2)cc1O | 0 | 3 | i | 6 | -0.3 | 4 | -4 | -1.6 | 3 | 12
Cc1cc(C)nc(SCc2nnc(SCC(=O)Nc3cc(C(F)(F)F)ccc3Cl)o2)n1 | -9 | 4 | -1.4 | 37 | 3.0 | -2 | 3 | -1.6 | -6 | 5

The listing continues:
SMILES | SSB-PriA inh | SARS 3CLpro inh | Vc quorum ag | VHR inh abs | Mtb UGM inh | MazF activator | Mtb FBA inh | BioA inh | Rv3671c inh | GDH-TPI counter
CCOc1ccccc1NC(=O)c1ccccc1-c1nc(-c2ccccc2)no1 | -9 | 4 | -7.1 | 1 | -4.1 | -14 | -7 | 0.1 | 3 | 17
COC(=O)c1ccc(COC(=O)c2ccc(SC)cc2OC)cc1 | -15 | 0 | -0.8 | -8 | -1.3 | 4 | -2 | 0.5 | 1 | -5
CC(=O)c1cccc(NC(=O)COC(=O)c2cccc(N3C(=O)c4ccccc4C3=O)c2)c1 | -9 | 3 | 0.8 | 5 | 1.0 | 1 | 2 | 6.6 | -21 | -3
Cc1ccc(-c2nc(-c3cccnc3)no2)c(C)c1 | -37 | -7 | -1.7 | 17 | -1.3 | -14 | -7 | / | -12 | -3
CN(C)c1ccc(CNC(=O)c2cc(S(=O)(=O)N3CCCC3)cn2C)cc1 | -1 | -2 | i | 13 | -1.9 | 9 | 0 | 0.0 | -1 | -5
COc1ccccc1NC(=O)c1ccc2c(c1)nnn2C | -5 | -3 | 0.0 | 19 | 2.7 | 0 | 0 | 2.9 | -8 | 4
CCOc1ccc(NC(=S)Nc2cc(C)[nH]n2)cc1 | 6 | 0 | -0.7 | 35 | -3.9 | 2 | 1 | / | -4 | -7
Cc1cc(=O)oc2ccc(OCC(=O)N3CCc4ccccc43)cc12 | -13 | 0 | -5.0 | 40 | -0.7 | 0 | -1 | 0.2 | 9 | 6
COc1ccc(NC(=S)N(CCc2ccc(OC)c(OC)c2)Cc2ccccn2)cc1 | 6 | -3 | -0.3 | 7 | 1.0 | -4 | 3 | 4.4 | 4 | 0
COc1cc(/C=C/C(=O)c2ccc(C)cc2)ccc1OCC#N | 1 | 0 | -6.2 | -1 | 4.1 | -2 | -2 | / | -6 | 30
COc1ccc2nc(N=NC3=C(O)CC(C)(C)CC3=O)sc2c1 | 6 | 4 | -1.0 | 6 | 2.3 | 9 | -26 | / | -2 | 4
Cc1cc(C)cc(OC(=O)CS(=O)c2ccc(C(F)(F)F)cc2[N+](=O)[O-])c1 (centres undefined) | -2&-2 | -3 | -0.2 | 27 | -0.2 | 2 | -2 | 0.4 | -3 | 4
C=COC(=O)c1sc2nc(C)cc(C)c2c1N | -5 | 0 | 0.0 | 5 | 3.7 | 1 | 134* | / | 4 | 1
CCOC(=O)C1CCN(S(=O)(=O)c2ccc(-c3nc4ccccc4s3)s2)CC1 | -11 | 1 | / | 38 | -1.4 | -4 | / | / | -2 | /
COc1ccc(NC(=O)N2CCN(c3ccc([N+](=O)[O-])cc3)CC2)cc1OC | 20 | 3 | i | 4 | 0.4 | 3 | -3 | / | 11 | 1
COc1ccc(C2CC(c3ccccc3)Nc3ncnn32)cc1 (centres undefined) | -17 | -3 | -0.4 | -18 | 0.9 | 11 | 4 | 5.7 | 14 | 6
COc1cc(CNCc2ccc(OC)cc2OC)cc(OC)c1 | -3 | -1 | -0.8 | 6 | -0.5 | 6 | 2 | -1.1 | 1 | 10
Cc1ccc(C(=O)N/C(=C\c2ccccc2)C(=O)NCCN2CCOCC2)cc1 | 8 | 2 | -0.1 | 14 | -1.3 | 0 | -2 | / | 7 | -2
CN(C)S(=O)(=O)c1ccc(NC(=O)N2CCN(c3cccc(C(F)(F)F)c3)CC2)cc1 | 2 | -6 | -0.4 | 4 | 1.3 | 4 | 1 | -0.8 | -6 | -1
O=C(CSc1ccc(Cl)cc1)Nc1ncccn1 | -18 | -7 | -0.3 | 2 | -0.3 | -15 | 3 | -0.2 | 1 | 10
Cc1ccc(-n2nc(-c3cccnc3)cc2C(=O)N2CCOCC2)c(C)c1 | 4 | 8 | 0.0 | 10 | -1.8 | 5 | 0 | 0.3 | 3 | 3
CC(=O)c1cc2c(cc1NC(=O)CSc1nnc(C3CC3)n1C)OCO2 | / | / | -0.2 | / | / | 0 | 9 | 2.6 | / | 6
Cc1cc(C)c(C)c(S(=O)(=O)NCC(=O)Nc2ccccc2F)c1C | -7 | -4 | -0.4 | 25 | / | 3 | -1 | 0.7 | / | 4
C/C(=N\NC1=N[C@H]2CS(=O)(=O)C[C@H]2S1)c1ccccc1 | / | -1 | i | 8 | -4.9 | 1 | 4 | -0.8 | 2 | 1
CCN1CCN(C(=O)Nc2cc(Cl)ccc2OC)CC1 | -4 | -2 | i | 27 | 1.7 | -2 | 1 | / | -7 | 4
COc1cc(C(=O)N2CCCCC2c2cc(C(=O)Nc3ccccc3Cl)no2)cc(OC)c1C (centres undefined) | / | / | 9.5 | / | / | / | 5 | -1.7 | / | 5
CSc1sc(-c2nnc(SCC(=O)Nc3ccc(Cl)cc3)n2C)c2c1C=CCC2 | -11 | 4 | 0.2 | 19 | 5.4 | 21 | 3 | 1.0 | -9 | 10
NC(=O)c1ccc(NCCc2ccccc2)c([N+](=O)[O-])c1 | 5 | 6 | -0.4 | -7 | 1.9 | 1 | -5 | 3.6 | 1 | -2
O=C(c1ccc(Cl)c(Cl)c1)N1CCOCC1 | -10 | 0 | -0.5 | -1 | 2.7 | 4 | 2 | 0.0 | -1 | -1
Cc1ccc(S(=O)(=O)N2C(=O)CCC2C(=O)O/N=C(\N)c2ccccc2)cc1 (centres undefined) | i | -2 | -0.2 | 14 | 1.8 | 3 | 1 | 1.1 | -6 | -6
Cc1ccc(C)c(Cn2c(=O)n(CCC(=O)NCc3ccco3)c(=O)c3ccccc32)c1 | -10 | -2 | 0.6 | 32 | 0.1 | -8 | 3 | 0.4 | -1 | 0
CN(C)c1cccc(C(=O)OC(C(=O)Nc2ccc(Cl)cc2C(F)(F)F)c2ccccc2)c1 (centres undefined) | -15 | 5 | i | 0 | -1.6 | -2 | 15 | -1.1 | 2 | -1
Cn1c(NCC(O)c2ccccc2)nc2c1c(=O)n(Cc1ccc(Cl)cc1)c(=O)n2C (centres undefined) | 9 | 2 | -1.1 | 16 | -1.3 | 5 | -5 | 2.6 | 5 | -10
O=C(NCCN1CCOCC1)c1ccc(CSc2nc3ccncc3n2Cc2ccc(F)cc2)cc1 | -2 | 4 | -0.3 | 16 | -0.8 | 0 | 5 | / | 2 | 8
COc1ccc(N(C(=O)c2snc(C(N)=O)c2N)C(C(=O)NC2CCCC2)c2ccc(F)cc2)c(OC)c1 (centres undefined) | -4 | -3 | -3.3 | 64 | 0.4 | 16 | 2 | -0.8 | -5 | 11
CCOC(=O)C1=C(COC(=O)/C=C/c2cc(OC)c(OC)c(OC)c2)NC(=O)NC1C (centres undefined) | -10 | 5 | -0.4 | 10 | -1.2 | 4 | 10 | -1.5 | -4 | 3
CCOC(=O)c1ccc(-n2c(C)nc3c(cnn3-c3ccccc3C)c2=O)cc1 | -6 | 1 | -0.1 | 7 | 4.6 | 3 | -1 | -0.8 | -5 | -4
O=C(CC12CC3CC(CC(C3)C1)C2)Nc1nncs1 | -2 | -2 | -0.1 | 27 | 1.2 | 3 | 4 | -1.3 | 2 | 4
CC(=O)N1N=C2/C(=C/c3ccccc3)CCCC2C1c1ccccc1 (centres undefined) | 7 | 5 | -1.0 | -9 | -0.9 | 1 | 2 | / | 1 | 10
O=C(c1cccc(COc2ccc(Cl)cc2Cl)c1)N1CCN(c2ccccn2)CC1 | -4 | 1 | i | 0 | -0.1 | -15 | -3 | -1.2 | -10 | 5
O=C(Nc1oc2ccc(Cl)cc2c(=O)c1-c1ccc(F)cc1)c1ccco1 | -8 | -5 | i | 2 | 1.1 | -3 | -1 | 1.9 | -3 | 23
FC(F)Oc1ccc(-c2c[n+]3c(n2-c2ccccc2)CCCCC3)cc1 | -4 | -1 | -0.6 | 13 | 1.2 | 8 | -1 | / | 7 | -1
Cc1ccc(C(=O)c2nc(C(=O)NCCO)nc3ccccc23)cc1 | 2 | / | i | / | 0.7 | 3 | 0 | -1.4 | 5 | 6
CCOc1ccc(S(=O)(=O)N2CCN(C(=S)NCc3ccco3)CC2)cc1 | -11 | 1 | -0.2 | -3 | 1.2 | -5 | 0 | 0.3 | -3 | 0

This is a subset. The share of hits here may be higher or lower than overall.
